# MCF10A rereplic = induces DNA re-replication in MCF 10a normal breast cells. 350,000 compounds, 2.9% hits. Potency, µM (doses to about 46.1 µM), without a hit: at the highest dose activity, positive = re-replication, most hits filed as activators. MCF 10A DNA re-replication, Hoechst nuclear intensity, 48 h; note: % of control where 0% means no effect; nearly all actives have a fitted effect of over 50% in size
# A549 tox = counter-screen for Nrf2 inhibitors: cytotoxicity in A549 cells | A549 ARE-Fluc cells, CellTiter-Fluor viability, 18-24 h | Potency, µM (highest dose often 46 µM), for the others: at the top dose activity change, negative = cytotoxicity, most hits filed as inhibitors | 390,000 compounds, 0.16% hits; note: % is set by controls: 0 for no effect and ±100 for the full control effect
#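 Cytotoxicity counterscreen: CellTiter-Fluor fluorescence was measured in A549 ARE_Fluc cells after 18-24 h of compound exposure in a concentration series. The subsequent BugLite luminescent read reports ARE-luciferase activity.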
# TGFb SMAD3 inh = blocks TGF-b signaling; HepG2 CAGA-GFP TGF-b/SMAD3 reporter, GFP fluorescence, 18 h; TGF-beta stimulated, 500 pg/mL final; 410,000 compounds, 1.2% hits; Potency, µM (top dose mostly 46.1 µM), for inactives: at the highest dose activity, negative = inhibition, hits mostly inhibitors; note: % is set by controls: 0 for no effect and ±100 for the full control effect; nearly all actives have a fitted effect of over 65% in size
#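 Read-out: total well GFP (ex488/em500-530) summed from mean per-cell fluorescence. Cells: HEPG2 CAGA-GFP, 1% FBS DMEM, 18 h at 37 degrees C with 500 pg/mL final TGF-beta. Unstimulated wells served as the full-inhibition control; stimulated DMSO wells = 0%.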
# EPAC2 antagonist = antagonists of human EPAC2; Q8WZA2; EPAC2 GEF exchange of Rap1B-BODIPY-GDP, fluorescence; Potency, µM (titrated, usually from 114 µM), without a hit: at the highest dose activity, negative = inhibition, actives largely listed as inhibitors; 360,000 compounds, 0.18% hits; AID 720708; note: % is set by controls: 0 for no effect and ±100 for the full control effect; nearly all actives have a fitted effect of over 45% in size; many of its hits are not listed in these tables
# Target sequence (Q8WZA2 whole entry, looked up): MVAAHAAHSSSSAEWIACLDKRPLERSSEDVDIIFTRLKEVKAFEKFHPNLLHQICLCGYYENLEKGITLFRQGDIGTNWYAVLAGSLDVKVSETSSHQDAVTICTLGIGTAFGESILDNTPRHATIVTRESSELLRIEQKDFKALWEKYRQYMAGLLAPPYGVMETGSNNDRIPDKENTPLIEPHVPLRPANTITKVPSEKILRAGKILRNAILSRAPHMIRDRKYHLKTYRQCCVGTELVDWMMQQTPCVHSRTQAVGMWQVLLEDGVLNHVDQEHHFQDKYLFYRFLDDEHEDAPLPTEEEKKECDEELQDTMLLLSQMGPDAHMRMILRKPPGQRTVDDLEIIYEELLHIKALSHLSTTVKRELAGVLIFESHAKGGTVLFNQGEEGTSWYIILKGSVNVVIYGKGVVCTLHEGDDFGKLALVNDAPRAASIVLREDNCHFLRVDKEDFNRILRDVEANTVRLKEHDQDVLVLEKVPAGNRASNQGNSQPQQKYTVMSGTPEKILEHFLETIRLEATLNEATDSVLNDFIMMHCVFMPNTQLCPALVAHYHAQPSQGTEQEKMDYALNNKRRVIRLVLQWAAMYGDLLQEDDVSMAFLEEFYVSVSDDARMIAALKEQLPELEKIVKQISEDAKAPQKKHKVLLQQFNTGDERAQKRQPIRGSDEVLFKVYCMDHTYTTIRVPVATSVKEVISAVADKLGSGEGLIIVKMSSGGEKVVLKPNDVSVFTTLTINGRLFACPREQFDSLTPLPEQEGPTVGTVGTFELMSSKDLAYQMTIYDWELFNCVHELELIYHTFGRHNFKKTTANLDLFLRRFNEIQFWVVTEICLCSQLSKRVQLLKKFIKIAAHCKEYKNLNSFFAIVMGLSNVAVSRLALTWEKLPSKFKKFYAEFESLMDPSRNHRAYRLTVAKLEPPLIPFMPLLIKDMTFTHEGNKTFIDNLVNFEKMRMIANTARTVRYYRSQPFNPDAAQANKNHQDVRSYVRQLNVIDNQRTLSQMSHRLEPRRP
# ATXN viability = reduces viability in counter-screen for ATXN expression inhibitors | S2 cells (HEK-293 line with an ATXN2-luciferase reporter) viability, CellTiter-Fluor protease fluorescence, 24 h | Potency, µM (titrated, usually from 56.7 µM), actives largely listed as cytotoxic | 400,000 compounds, 0.49% hits; note: nearly all actives have a fitted effect of over 40% in size
# HepG2 tox = counter-screen for TGF-b inhibitors: cytotoxicity in HepG2 cells; HepG2 CAGA-GFP viability, ATP luminescence, 18 h; Potency, µM (top dose mostly 46.1 µM), for the others: at the highest dose activity change, negative = cytotoxicity, most hits filed as cytotoxic; 410,000 compounds, 0.76% hits; note: some results filed as inactive show a strong effect at the top dose
#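 CellTiter-Glo luminescence gave cytotoxicity after 18 hours at 37 degrees C. The cells were HepG2 CAGA-GFP in 1% FBS DMEM, stimulated with 500 pg/mL TGF-beta after compound addition. %Activity was normalised to no-cell wells (complete cell-killing) and DMSO (no toxicity), and curves were fitted and classified.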
# ATXN2 expr inh = ATXN2 expression inhibition | HEK-293 ATXN2-luciferase reporter, luminescence, 24 h | Potency, µM (titrated, usually from 57 µM), without a hit: top-dose activity change, negative = inhibition, most hits filed as inhibitors | 360,000 compounds, 0.72% hits; note: % is set by controls: 0 for no effect and ±100 for the full control effect; nearly all actives have a fitted effect of over 55% in size
#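 ATXN2-luciferase reporter cells (luciferase flanked by upstream and downstream ATXN2 gene portions) were treated 24 h at 37 °C with compounds at up to 57 uM. SteadyGlo luminescence gave expression; GF-AFC fluorescence gave viability.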
# Nrf2 activator = activates Nrf2 signaling. AREc32 ARE-luciferase reporter (MCF7-derived line), luminescence, 24 h. Potency, µM (highest dose often 46.1 µM), inactives show top-dose activation, actives largely listed as activators. 410,000 compounds, 0.31% hits. AID 624171; note: % of control where 0% means no effect; nearly all actives have a fitted effect of over 65% in size
#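 Cells of the AREc32 ARE-luciferase line are plated in OPTI-MEM containing 5% FBS and left overnight at 37 deg C. Compounds are pinned in, incubation continues 24 hr, and firefly luciferase signal is then measured.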
# Nrf2 block = blocks Nrf2 signaling | 360,000 compounds, 2.1% hits | Potency, µM (titrated, usually from 46 µM), without a hit: at the highest dose activity change, negative = inhibition, hits mostly inhibitors | A549 ARE-Fluc reporter, luciferase luminescence, 18-24 h; note: % is set by controls: 0 for no effect and ±100 for the full control effect; nearly all actives have a fitted effect of over 60% in size
#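 Nrf2 activity is the BugLite luminescence, read 15 min after reagent at room temperature, following CellTiter-Fluor cytotoxicity readout (30 min, 37C). Compound titrations were applied for 18-24 h to 5000 A549 ARE_Fluc cells/well in 5% FBS OPTI-MEM.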
# An asterisk follows results filed as active; i = inactive; ? = inconclusive; . = no result given; [ ] = remark or other dose. Calls come from the whole dose curve; as a rule, active = well fitted curve in the direction sought with a large enough effect; inconclusive = small, poorly fitted or top-dose-only effect, or another doubt; inactive = no such curve, though single readings can be large; an effect the other way counts as inactive or inconclusive. Potency is the fitted concentration of half-maximal effect. A portion of the library. The share of hits here may be higher or lower than overall.
SMILES,MCF10A rereplic,A549 tox,TGFb SMAD3 inh,EPAC2 antagonist,ATXN viability,HepG2 tox,ATXN2 expr inh,Nrf2 activator,Nrf2 block
COc1ccc(Cn2cccc(NC(=O)Nc3ccc(C#N)cc3)c2=O)cc1,-0.7%,-8.7%,0.0%,0.3%,i,-4.7%,-15.9%,-0.2%,-11.3%
Cc1ccc(/C=C/c2nc3ccccc3[nH]2)o1,?,4.2%,?,-7.0%,i,-47.2%,6.7%,27.7%,?
COc1ccc(S(=O)(=O)Nc2cccnc2)c(Cl)c1Cl,16.4%,1.5%,0.7%,-5.8%,i,-31.8%,-10.5%,0.0%,-15.6%
CC1CC(C)CN(S(=O)(=O)N2CCC(C(=O)NCCc3ccccc3)CC2)C1 (configuration not stated),-1.4%,0.5%,-1.9%,-10.3%,i,-0.3%,-10.7%,0.3%,1.8%
COc1cccc(NC(=S)N(CCCN2CCOCC2)Cc2cn(C)c3ccccc23)c1,10.2%,?,-3.3%,-0.7%,i,9.6%,?,5.1%,?
Cc1ccc(NC(=O)CS(=O)CC(=O)Nc2ccccc2-c2ccc(C)o2)cc1 (configuration not stated),28.5%,-1.9%,-8.7%,-7.6%,i,-11.5%,?,7.3%,-9.6%
CCOCCCn1c(SCC(=O)Nc2ccc(NC(C)=O)cc2)nc2ccccc2c1=O,-5.6%,-0.8%,-1.3%,-0.6%,i,7.5%,4.4%,-0.8%,-19.0%
CC1C(=O)Nc2ccccc2N1C(=O)c1ccc(O)cc1 (configuration not stated),-4.1%,-2.4%,-11.8%,-0.9%,i,5.0%,11.0%,0.3%,4.0%
Cc1ccccc1NC(=O)CNc1ccccc1N1CCCCC1,27.0%,12.7%,-24.9%,-9.8%,i,-6.4%,0.0%,-0.1%,-21.7%
Cc1ccc(CN2CCSc3ccc(C(=O)N4CCN(c5cc(C)ccc5C)CC4)cc32)cc1,.,3.5%,2.5%,.,i,-2.1%,10.8%,-1.2%,?
COc1cccc(CNC(=O)C(=O)NCCC2CCCCN2S(=O)(=O)c2ccc(C)cc2)c1 (configuration not stated),?,?,-23.0%,-0.6%,i,-11.5%,-29.4%,-0.2%,-27.4%
CCCn1c(=O)n(C)c(=O)c2c(SCC(=O)NCc3ccco3)nc(C3CC3)nc21,27.6%,2.9%,10.0%,-15.8%,i,-30.0%,-0.9%,21.0%,-5.3%
COc1cc(N/C=C2\CC(=O)NC(C)=C2C#N)cc(OC)c1OC,-3.5%,-10.7%,33.4%[activator],-3.9%,i,11.9%,3.1%,-1.1%,-1.3%
CCCCc1c(O)nc2ccccn2c1=O,-4.5%,-3.3%,0.0%,15.3%,i,-38.7%,4.4%,3.1%,-5.3%
COc1cccc(-c2cc(C(=O)NCc3ccccc3)[nH]n2)c1,.,13.7%,-6.8%,.,.,-19.8%,.,4.0%,.

# Among those listed so far, these have a cyano group.
SMILES,MCF10A rereplic,A549 tox,TGFb SMAD3 inh,EPAC2 antagonist,ATXN viability,HepG2 tox,ATXN2 expr inh,Nrf2 activator,Nrf2 block
COc1ccc(Cn2cccc(NC(=O)Nc3ccc(C#N)cc3)c2=O)cc1,-0.7%,-8.7%,0.0%,0.3%,i,-4.7%,-15.9%,-0.2%,-11.3%
COc1cc(N/C=C2\CC(=O)NC(C)=C2C#N)cc(OC)c1OC,-3.5%,-10.7%,33.4%[activator],-3.9%,i,11.9%,3.1%,-1.1%,-1.3%

# Continuation.
SMILES,MCF10A rereplic,A549 tox,TGFb SMAD3 inh,EPAC2 antagonist,ATXN viability,HepG2 tox,ATXN2 expr inh,Nrf2 activator,Nrf2 block
COc1cccc(NC(=S)N2CCC(NC(=O)C3CCCCC3)CC2)c1,-3.0%,-5.2%,?,2.7%,i,-33.4%,6.9%,-0.6%,-4.3%
COc1ccc(C)cc1NC(=O)CSc1nnc(CC(=O)Nc2ccccc2F)n1C,-3.7%,0.3%,1.8%,-0.2%,i,6.9%,3.3%,0.2%,-15.4%
CCOc1ccc(OCCCCOc2ccccc2C(C)=O)cc1,22.3%,-1.9%,-1.1%,7.8%,i,-17.8%,-24.4%,-0.4%,-3.4%
COc1cc2c(cc1OC)C1(CCCC1)CNC2C (configuration not stated),?,-1.5%,15.3%,17.6%,i,3.8%,1.0%,-0.5%,0.2%
O=C(Nc1nc(=O)c2ccccc2s1)c1ccc(Cl)cc1,-1.7%,-1.8%,32.7%,1.5%,i,6.9%,34.2%[activator],?,?
Cc1nnc(NC(=O)c2ccc3ccccc3n2)s1,16.0%,-3.6%,?,-3.8%,i,-32.7%,4.7%,15.9%,?
O=C(Cn1c(=O)c2ccccc2n(CC(=O)Nc2ccc(F)cc2F)c1=O)NCCc1ccccc1,.,-1.0%,-13.4%,.,i,0.2%,-4.7%,-0.6%,?
CCOc1ccc2c(=O)c(-c3ccc4c(c3)OCCCO4)c(C)oc2c1,0.2%,5.5%,4.3%,-1.6%,i,12.9%,-7.7%,0.0%[9.22 µM],-17.5%
CCOc1ccccc1N(CC(=O)N1CCOCC1)S(=O)(=O)c1ccccc1,-3.2%,4.0%,2.7%,10.1%,i,-14.3%,-3.7%,-1.2%,9.2%
Cc1csc(NC(=O)c2ccc(S(C)(=O)=O)cc2)n1,-4.4%,6.9%,11.6%,3.2%,i,1.1%,8.3%,2.6%,?
COc1ccc(NC(=O)C2CCCN(S(=O)(=O)c3ccc4c(c3)CCCC(=O)N4)C2)cc1OC (configuration not stated),.,5.0%,9.2%,.,i,-32.9%,-4.1%,0.1%,-20.0%
COc1cccc(CC(NC(C)=O)C(=O)NC2CCN(c3nnnn3-c3ccccc3)CC2)c1OC (configuration not stated),?,-0.9%,-7.1%,0.1%,i,-9.1%,-17.7%,0.5%,-8.8%
CCOC(=O)C1(C)CCCN(C(=O)c2c(F)ccc(C)c2F)C1 (configuration not stated),.,.,6.0%,-6.9%,i,7.9%,1.2%,-0.2%[9.22 µM],.
CC(C)C(=O)Nc1ccc(C(=O)Nc2ccc(S(=O)(=O)N3CCOCC3)cc2)cc1,?,0.9%,0.2%,7.0%,?,27.3%,-40.5%,1.8%,-21.0%
Cc1ccc(C(=O)Nc2ccccc2F)cc1S(=O)(=O)N1CCOCC1,.,-2.8%,10.2%,.,i,-10.6%,21.1%,4.6%,15.9%
CCOC(=O)CSc1nnc(CNC(=O)c2ccco2)n1-c1ccc(F)cc1,-15.2%,-1.7%,2.8%,-5.3%,i,-20.6%,-5.0%,-0.9%,.
C(=C\c1ccccc1)/CN1CCN(C(CCc2ccccc2)c2nnnn2C2CCCC2)CC1 (configuration not stated),.,.,11.2µM*,13.8%,?,-2.5%,-29.4%,4.7%,.
Cc1cccc(-n2c(SCC(=O)N(C)C3CCS(=O)(=O)C3)nc3ccccc3c2=O)c1C (configuration not stated),8.2%,-16.3%,7.9%,-8.0%,?,-13.4%,-1.0%,-0.2%,5.9%
COC(=O)c1cccc2c1-c1ccccc1/C2=N\NC(N)=O,-0.3%,2.3%,-19.6%,-11.3%,i,-31.2%,.,4.0%,5.9%
O=C(Nc1cc(SCCO)cc([N+](=O)[O-])c1)c1ccc(Br)o1,16.7%,0.3%,-11.8%,-4.9%,i,0.6%,-29.6%,7.2%,?
Cc1ccc(S(=O)(=O)c2c(Nc3ccc(C)c(C)c3)sc(C(=O)c3ccc4c(c3)OCO4)c2N)cc1,.,-1.5%,0.7%,.,.,-13.1%,.,0.3%,.
COc1ccc(NS(=O)(=O)c2ccc(C)c(C(=O)NCCCn3ccnc3)c2)cc1,.,.,-4.8%,19.7%,i,11.5%,.,-1.4%,.
COC(=O)CSC1=C(C#N)C(c2ccc(C(C)C)cc2)CC(=O)N1 (configuration not stated),-0.1%,-2.6%,-0.6%,0.9%,i,-6.3%,-11.9%,-0.3%,-17.3%
Cc1cc(C)c(S(=O)(=O)NCC(c2ccco2)S(=O)(=O)c2cccs2)c(C)c1 (configuration not stated),.,-19.7%,?,.,.,6.0%,.,12.1%,.
COc1ccc(C(=O)NCC(=O)OCC(=O)Nc2cc([N+](=O)[O-])ccc2F)cc1,-0.2%,-5.2%,-23.9%,12.3%,i,-3.4%,-20.9%,7.1%,-7.6%
O=C(c1ccc(S(=O)(=O)N2CCOCC2)cc1)N1CCN(C2=NS(=O)(=O)c3ccccc32)CC1,-0.3%,4.8%,5.2%,2.5%,i,-11.5%,4.6%,0.4%,.
O=C(Cc1ccccc1)NCC(=O)N/N=C/c1ccc(Cl)cc1,0.4%,9.9%,2.3%,-7.5%,i,2.9%,.,0.2%,12.0%
O=C(COC(=O)C1CC(=O)N(c2ccc3c(c2)OCCO3)C1)Nc1ccc2c(c1)CCC2 (configuration not stated),-9.1%,5.8%,7.5%,1.5%,i,4.3%,6.0%,-0.2%,.
Cc1ccccc1Cn1c(=O)n(Cc2ccco2)c(=O)c2sc3ccccc3c21,.,3.1%,-23.2%,.,i,-2.1%,15.3%,4.8%,1.0%
CCCCNC(=O)N1CCN(Cc2ccc(F)cc2)CC1,-6.7%,-0.3%,-12.7%,-8.8%,i,-19.0%,-3.6%,0.5%,-7.5%
O=C(CCc1nnc(CCCCc2ccccc2)o1)N1CCCCC1CCO (configuration not stated),-21.9%,4.0%,7.8%,-5.9%,i,8.4%,-3.5%,-0.2%,-1.0%
Cc1cc(C)nc(Nc2nc(-c3ccccc3)cs2)n1,2.9%,12.3%,0.8%,8.7%,i,-25.3%,.,0.4%,?
CN(C(=O)Cc1ccccc1)n1cnnc1,0.3%,-0.7%,12.0%,5.1%,i,-8.8%,-4.7%,-0.2%,-16.2%
CC(C)(C)n1nnnc1C(c1ccccc1OC(F)(F)F)N1CCN(C/C=C/c2ccccc2)CC1 (configuration not stated),.,.,?,-0.7%,?,-13.2%,0.0%,0.0%,.
CN1CCN(c2ccccc2NC(=O)c2ccc(F)cc2)CC1,7.5%,0.7%,9.8%,-3.2%,i,-3.0%,-20.0%,0.0%,-5.3%
COc1cc2cc(CN(CCc3cccc(C)c3)C(=S)NCCCN(C)C)c(=O)[nH]c2cc1OC,6.4%,-0.2%,?,3.3%,i,-103.2%,-19.7%,7.5%,-7.2%
